Assay outcomes deposited in PubChem by Broad Institute.
DENV2 CPE = inhibitors of DENV2 cytopathic effect; DENV2-infected cells, cytopathic effect rescue, plate reader; CPE inhibition, % at 9.99 µM; 350,000 compounds, 1.7% hits; AID 651640; in the data active = CPE inhibition above about 20%, passing the limit was not always enough; inconclusive = no clear call, values can overlap the other calls; tested in BHK-21 cells;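 also: 0% = median of neutral control wells and 100% = median of positive control wells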
RAD54 branch = RAD54 (human) branch migration inhibition; RAD54 Holliday junction branch migration, FAM/BHQ fluorescence; inhibition, % at 10.4 µM; 360,000 compounds, 0.14% hits;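 active = mean normalized replicate activity at least 40 and at least half of replicates scoring 40 or more; inconclusive = only one of the two criteria met; inactive = mean below 40 and under half of replicates reaching 40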;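 also: 0% = median of neutral control wells and 100% = median of positive control wells; inhibitors cause a drop in the FAM fluorescence signal; in these data hits start at about 50%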
F508del corr = CFTR F508del correction in bronchial cells. activity (quench increase), % at 7.58 µM. CFBE cells, YFP halide quenching; stimulated with forskolin plus potentiator P3; % fluorescence drop versus neutral controls. 350,000 compounds, 0.36% hits;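 active = mean added fluorescence quench of at least 8% versus neutral control, with both replicates also reaching 8%; inconclusive = only one of the mean or replicate conditions met; inactive = mean below 8% and not both replicates reaching 8%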;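 also: cells transiently co-express mutant CFTR-F508del with the halide-sensitive YFP; corrector assay measuring rescue of mutant channel to the surface after 24 h compound exposure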
RAD52 inh = inhibitors of human RAD52 DNA annealing. 360,000 compounds, 0.46% hits. inhibition, % at 18.7 µM. recombinant RAD52 DNA annealing, FRET fluorescence. P43351;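 active = every replicate showing at least 50% inhibition; inconclusive = mean inhibition at least 50% but not in every replicate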
Target sequence (P43351 whole entry, looked up): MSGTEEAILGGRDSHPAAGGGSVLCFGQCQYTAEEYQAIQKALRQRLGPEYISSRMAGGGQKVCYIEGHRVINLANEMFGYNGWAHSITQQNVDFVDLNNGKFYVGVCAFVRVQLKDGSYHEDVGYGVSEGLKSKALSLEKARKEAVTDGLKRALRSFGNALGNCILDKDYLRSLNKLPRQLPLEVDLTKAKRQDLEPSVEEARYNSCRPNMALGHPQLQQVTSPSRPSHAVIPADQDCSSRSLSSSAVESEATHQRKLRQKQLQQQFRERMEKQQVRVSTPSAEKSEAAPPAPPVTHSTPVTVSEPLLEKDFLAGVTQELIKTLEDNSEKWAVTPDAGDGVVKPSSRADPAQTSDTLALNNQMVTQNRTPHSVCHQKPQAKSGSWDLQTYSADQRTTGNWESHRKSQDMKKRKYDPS
E-sel inducer = induces E-selectin expression in human endothelial cells; activation, % at 7.58 µM; HUVEC E-selectin immunofluorescence imaging; normalized: neutral wells 0, TNF-alpha wells 100; P16581; 260,000 compounds, 0.37% hits;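 active = mean E-selectin-positive cell signal at least 10% of the positive control, reached in at least 60% of replicates, without over 20% cell loss; inconclusive = no rule given, readout overlaps actives, possibly toxicity-flagged; inactive = the rest, including those meeting only one limit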;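 also: in these data hits start at about 27%; measured in HUVEC primary endothelial cells; signal is the percent of cells scored E-selectin positive by PE staining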
Target sequence (P16581 whole entry, looked up): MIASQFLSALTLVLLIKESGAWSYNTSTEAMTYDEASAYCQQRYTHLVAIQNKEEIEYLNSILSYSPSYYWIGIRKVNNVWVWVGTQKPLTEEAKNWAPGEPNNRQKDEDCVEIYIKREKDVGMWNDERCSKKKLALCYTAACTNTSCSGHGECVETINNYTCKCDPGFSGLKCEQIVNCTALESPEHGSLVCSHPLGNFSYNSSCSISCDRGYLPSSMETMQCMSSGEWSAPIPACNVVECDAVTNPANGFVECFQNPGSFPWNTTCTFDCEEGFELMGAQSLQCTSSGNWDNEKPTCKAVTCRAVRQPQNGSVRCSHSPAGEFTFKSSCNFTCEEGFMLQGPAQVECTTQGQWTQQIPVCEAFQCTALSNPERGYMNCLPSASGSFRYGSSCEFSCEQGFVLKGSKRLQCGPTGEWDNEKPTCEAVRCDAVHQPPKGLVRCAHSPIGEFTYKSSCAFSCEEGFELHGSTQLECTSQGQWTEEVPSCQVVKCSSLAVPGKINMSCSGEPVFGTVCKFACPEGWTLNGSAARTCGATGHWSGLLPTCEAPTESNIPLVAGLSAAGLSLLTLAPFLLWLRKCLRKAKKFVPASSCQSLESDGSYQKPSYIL
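Material: HUVEC primary endothelial cells; Amount: 3,000 cells per well; Dosing: single concentration; Medium: EGM-2 growth medium on 0.1% gelatin-coated wells; Read-out basis: percent E-selectin-positive cells; Signal: immunofluorescence imaging; Control set: TNF-alpha, DMSO.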
INS-1E GSIS act = primary screen for activators of insulin secretion dependent on glucose, INS-1E cells, GLuc reporter luminescence | INS-1E GLuc reporter insulin secretion, 2-3 h | activation, % at 16.6 µM | 370,000 compounds, 0.61% hits | AID 743287;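 active = lowest replicate activation of at least 40%, so every replicate reaches that level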;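 also: 0% = median of neutral control wells and 100% = median of IBMX positive control wells; some compounds called inactive have numbers as strong as hits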
Xi reactivation = activators of X-chromosome reactivation in mouse fibroblasts | 360,000 compounds, 0.055% hits | XiGFP mouse fibroblasts, % GFP-positive cells imaging, 3 d; cells co-treated with 5-aza-dC sensitizer; scaled so ellipticine positive control = 100% | activation, % at 7.58 µM;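 active = mean normalized replicate activation at least 10% and every replicate at or above 10%; inconclusive = only one of the two criteria met; inactive = mean below 10% and not all replicates reach 10%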;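 also: 0% = median of on-plate neutral control wells and 100% = ellipticine 6 µM median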
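Assay system – SV40-immortalized XiGFP fibroblast cells, line 68-5-11 · Buffer or medium – DMEM supplemented with 5-aza-dC as sensitizing agent · Dosing – one concentration, pinned · Benchmarks – positive control ellipticine, 6 µM final · Times – 3 days compound exposure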
Casp6 inh = caspase-6 (human) enzyme inhibition; purified caspase-6, Z-VEID-R110 cleavage fluorescence; inhibition, % at 12.5 µM; 350,000 compounds, 0.53% hits; AID 686996;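 active = mean inhibition across replicates at least about 35%, with every replicate also reaching that limit, limit read from the data; inconclusive = only one of the two criteria met; inactive = neither criterion met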;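 also: 0% = median of neutral control wells and 100% = no fluorescence left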
* = called active by the depositor; ? = inconclusive; . = no result given; & = joins results of further samples; ! = repeats disagree.

The line under a structure holds: DENV2 CPE	RAD54 branch	F508del corr	RAD52 inh	E-sel inducer	INS-1E GSIS act	Xi reactivation	Casp6 inh
O=[N+]([O-])c1ccc(N2CCCCC2)c(-c2nn[nH]n2)c1
 : 4	.	0.5	-13	0.0	-6	0.2	1
Cc1noc(C)c1NC(=O)Nc1ccc2c(c1)C(=O)N([C@@H](C)CO)C[C@@H](C)[C@H](CN(C)C(=O)Nc1ccc3c(c1)OCO3)O2
 : -3	2	0.1	-13	0.0	15	1.2	2
COc1ccc(/C=N/Nc2ccc(C(=O)O)cc2)cc1Br
 : -3	-6	-3.0	-23	.	10	0.0	4
COc1cccc(N2C(=O)CC(N3CCN(c4ccc([N+](=O)[O-])cc4)CC3)C2=O)c1 (centres undefined)
 : -4	-2	-1.2	-12	.	-1	0.0	1
C/C(=N\NC(=S)Nc1cc(S(=O)(=O)N2CCOCC2)ccc1Cl)c1ccccc1F
 : -1	1	.	-53	.	.	0.0	-2
COc1ccc(S(=O)(=O)Nc2ccc3c(c2)CC(=O)N([C@H](C)CO)C[C@@H](C)[C@@H](CN(C)Cc2ccccc2)O3)cc1
 : -2	-2	0.7	16	.	-13	-0.8	2
CCC(C)(C)NC(=O)CN(C(=O)c1csnn1)c1ccccc1-c1ccccc1
 : 0	.	-1.9	-2	.	-6	0.5	0
CN(C(=O)COC(=O)c1cc2ccccc2cc1O)C1CCCCC1
 : -8	9	-0.9	-8	-2.4	-47	-0.1	1
CC(=O)Nc1nc(-c2ccc([N+](=O)[O-])cc2)cs1
 : 8	.	-1.1	-18	-2.0	2	-0.1	15
C[C@H](CO)N1C[C@H](C)[C@@H](CN(C)Cc2ccccn2)Oc2ncc(C#CC3CC3)cc2C1=O
 : 2	-4	3.5	-15	-0.4	-3	0.4	-1
Cc1ccc(OCCCC(=O)Nc2ccc3c(c2)OCO3)cc1
 : .	.	-1.3	-6	.	10	.	0
COc1ccc(NC(=O)N(C)C[C@@H]2Oc3ccc(NC(=O)C4CCCCC4)cc3CC(=O)N([C@H](C)CO)C[C@H]2C)cc1
 : 5	-4	-2.4	-3	-0.1	2	-0.3	-3
O=C(CCl)NC(Cc1c[nH]c2ccc(OCc3ccccc3)cc12)C(=O)O (centres undefined)
 : 4	1	-0.4	-21	-0.1	8	0.0	36*
CC1=CC2C(C3C=CC2(C)C(=O)C3(C)O)C(C)(O)C1=O (centres undefined)
 : 3	.	-1.1	-20	-0.2	15	0.0	-2
CC1CC(C)CN(C(=O)COC(=O)c2nccnc2N)C1 (centres undefined)
 : 45*	3	-1.8	-17	0.2	.	0.2	0
COc1c(C)cc(S(=O)(=O)NCc2ccco2)c(C)c1C
 : 6	9	-1.4	-8	4.3	-6	0.4	2
C=CCN1N=C(c2ccc(NC(=O)c3ccccc3)cc2)CSC1=O
 : 10	.	-5.5	-2	.	-1	-0.1	-3
COc1ccc(S(=O)(=O)N(C)C[C@@H]2Oc3ccc(NS(=O)(=O)c4c(C)noc4C)cc3C(=O)N([C@@H](C)CO)C[C@@H]2C)cc1
 : 0	3	-1.7	-21	4.6	4	-1.2	3
Cc1cccc(C(=O)N2CCC(=O)N([C@H](COCc3cccc(Cl)c3)Cc3ccccc3)CC2)c1
 : -1	.	4.0	-23	2.0	-40	0.0	5
O=C1NC(c2ccc(Br)cc2)Nc2ccccc21 (centres undefined)
 : 0	4	-0.5	-6	.	-3	-0.1	0
COC(c1ccccc1)c1nc2ccccc2[nH]c1=O (centres undefined)
 : -7	-32	1.8	-10	0.2	-6	0.0	-2
COc1cc(/C=C/C(=O)NC(C)C2CC3CCC2C3)cc(OC)c1OC (centres undefined)
 : 4	-6	0.6	-14	0.4	3	0.2	-3
CCOC(=O)N1CCN(C(=O)C(=O)Nc2sc3c(c2C#N)CC(C)(C)OC3)CC1
 : 2	3	2.8	-18	.	.	0.0	-2
Cc1cc(C)cc(NC(=O)CSCc2cc(=O)n3ccsc3n2)c1
 : -2	3	1.2	-6	.	-2	0.0	-3
C[C@H]1CN([C@@H](C)CO)C(=O)c2cc(NS(=O)(=O)c3ccc(Cl)cc3)ccc2O[C@@H]1CN(C)C(=O)Nc1cccc2ccccc12
 : 3	3	-1.8	0	-0.1	-5	0.0	-1
CC(=NNC(=S)N1CCCCCC1)c1ccccn1
 : 8	.	4.1	-10	0.1	-9	-0.1	-1
O=C(C1=C[C@@H](c2ccccc2)C[C@@H](OCCCCO)O1)N1CCN(Cc2ccc3c(c2)OCO3)CC1
 : 21*!	13	0.5&3.4	-6&13	0.0	-24	0.1	-3&-3
O=C(NC1CCCCC1)N1CC(=O)N2[C@H](CO)[C@H](c3ccc(/C=C/c4ccccc4)cc3)[C@H]2C1
 : 17	.	1.2	15	0.6	-21	-0.1	3
CC(=O)Oc1ccc(OC(C)=O)c(S(=O)(=O)c2ccc(C)c(C)c2)c1
 : -3	-1	-2.7	-5	-0.6	-35	-0.1	0
CC1CCCC(C)N1/N=C/c1ccc([N+](=O)[O-])cc1 (centres undefined)
 : 15	-1	1.6	3	0.1	-13	0.0	-1
O=C(Nc1ccccc1Cl)c1cc(C2CCCN(C(=O)c3ccccc3)C2)on1 (centres undefined)
 : -5	5	-2.0	-13	0.0	-20	-0.1	-2
COc1ccc([N+](=O)[O-])cc1NC(=O)C(C)OC(=O)CC1CCCC1 (centres undefined)
 : -3	-5	-1.8	-1	.	-22	-0.1	5
CC1(C)CC(c2nc(-c3ccc([N+](=O)[O-])cc3)cs2)CCO1 (centres undefined)
 : 1	5	-1.8	-11	0.0	-29	0.1	-6
CCC(Oc1ccccc1)C(=O)Nc1ncc([N+](=O)[O-])s1 (centres undefined)
 : 2	.	-1.1	-13	.	-34	0.1	7
O=C(CN1C(=O)NC2(CCCCC2)C1=O)NCCc1ccccc1
 : 15	-7	1.1	-6	.	8	0.1	-2
COc1ccc(CC(=O)N[C@@H](CCSC)c2nc3ccccc3[nH]2)cc1
 : 4	.	1.9	-7	.	-9	0.0	3
C[C@]12CC[C@@H]3c4ccc(OC(=O)c5ccccc5)cc4CC[C@H]3[C@@H]1CC[C@@H]2O
 : 3	1	3.1	-11	3.4	1	0.2	-5
C[C@H](CO)N1C[C@H](C)[C@H](CN(C)C(=O)c2ccccc2)OCCCC[C@H](C)Oc2ccc(NS(=O)(=O)c3cccs3)cc2C1=O
 : -8	4	0.1	-31	.	-19	0.1	3
CCOC(=O)N1CCN(CC(O)c2ccc3c(c2)CCN3)CC1 (centres undefined)
 : .	8	-1.7	-11	.	15	.	-1
CC(C)(C)c1ccc(C(=O)N/C(=C\c2cccc([N+](=O)[O-])c2)C(=O)Nc2cccc(C(=O)O)c2)cc1
 : 2	1	0.8	4	-0.1	-7	0.3	13
C[C@@H]1CN([C@@H](C)CO)S(=O)(=O)c2ccc(-c3cccc(C#N)c3)cc2O[C@@H]1CN(C)CC1CC1
 : -1	-19	-0.3	-11	0.2	4	0.3	-3
CCCN(C)C[C@@H]1OCCCC[C@@H](C)Oc2ccc(NS(=O)(=O)c3ccc(F)cc3)cc2C(=O)N([C@@H](C)CO)C[C@@H]1C
 : -15	2	0.2	6	1.8	-5	0.0	-4
CCCC(=O)N1CCC2(CC1)CN(C(=O)CC)[C@@H](CO)c1c2c2ccc(OC)cc2n1C
 : 6	.	-1.6	1	0.1	5	0.7	4
COC(=O)c1c(-c2cccc(C)c2)csc1NC(=O)C1CCCO1 (centres undefined)
 : 6	6	-4.0	-21	-0.1	-14	0.1	3
Cc1ccc2nc(Cl)c(/C=N/NC(=O)c3ccccc3O)cc2c1
 : 2	3	.	-8	.	7	0.1	-1
CO[C@H]1CN(C)C(=O)c2ccc(NC(=O)NC(C)C)cc2OC[C@H](C)N(CCC(F)(F)F)C[C@H]1C
 : 55*	6	0.8	-6	-0.2	-15	0.1	1
Cn1ncc(-c2ccno2)c1C(=O)O
 : 2	.	-1.3	-12	.	6	0.2	0
Cc1cc(C(=O)OCC(=O)N(C)c2ccccc2)ccc1[N+](=O)[O-]
 : -3	5	2.0	-5	0.1	-13	1.0	-5
Cc1ccc(NC(=O)CN(C)C(=O)c2ccc(Br)o2)cc1
 : -2	6	1.5	-9	.	-11	0.0	3
Cn1c(N)c(C(=O)CSc2nnc(-c3cccs3)n2C2CC2)c(=O)[nH]c1=O
 : -8	.	2.5	-2	0.4	7	0.0	1
O=C(C1CCC1)N1CC[C@H]2[C@H](CO)Nc3ccc(Br)cc3[C@H]21
 : 9	.	1.3	-8	0.0	12	0.0	1
COc1ccccc1N1CCN(C2CCCN(C(=O)CN3CCCCC3=O)C2)CC1 (centres undefined)
 : 2	6	-0.2	-12	.	4	0.3	7
Cc1cc(N(C)C)ccc1N=Nc1ccc(N)cc1
 : 3	6	-0.4	-3	-0.2	-4	-0.1	1
O=C1CN(c2ccccc2)C(=O)N1
 : -2	-9	-0.6	-3	1.1	-11	0.0	0
COc1cc(C2SCCS2)cc(Br)c1Oc1ncccc1[N+](=O)[O-]
 : -3	-1	-0.3	-25	61*	-2	0.2	-1
COC(=O)CN1C(=O)C(C)=C(c2ccc(C)cc2)S1(=O)=O
 : 1	2	0.6	-9	.	8	.	4
C=CCNc1nc(Nc2ccc(OC)cc2)nc(OCC)n1
 : .	-2	.	-1	.	23	.	3
COC(=O)[C@H](Cc1ccccc1)N1Cc2ccccc2Oc2cc(Br)ccc2S1(=O)=O
 : -6	.	2.5	0	2.0	.	0.5	-1
Cc1noc(C)c1S(=O)(=O)Nc1ccc2c(c1)C(=O)N([C@H](C)CO)C[C@@H](C)[C@@H](CN(C)C(=O)CCCN(C)C)OCCCC[C@@H](C)O2
 : 8	-13	-1.0	.	-0.2	15	0.0	.
COCCCNC(=S)N1CCN(c2nc(-c3ccc(F)cc3)cs2)CC1
 : -4	0	2.2	-9	.	-24	0.0	0

Next section
The line under a structure holds: DENV2 CPE	RAD54 branch	F508del corr	RAD52 inh	E-sel inducer	INS-1E GSIS act	Xi reactivation	Casp6 inh
Cc1ccc(OCc2cc(C(=O)N(CCO)Cc3cccs3)no2)cc1C
 : -6	9	3.2	-3	.	-38	0.1	0
Cc1nn(-c2ccccc2)c(C)c1C(=O)OCC(=O)Nc1ccccc1Cl
 : 5	0	-0.6	-9	0.0	8	0.5	-2
CCCCNC(=O)C(c1ccc(-c2ccccc2)cc1)N(CCN1CCOCC1)C(=O)CCCCCN1C(=O)NC(c2ccc([N+](=O)[O-])cc2)C(C(=O)OCc2ccccc2)=C1C (centres undefined)
 : -9	.	0.3	-3	1.6	0	0.0	-3
COc1ccc(C)cc1S(=O)(=O)NC1CC1
 : ?	-10	-5.0	-2	0.1	-10	0.3	2
O=C(N/N=C/c1ccccc1C(=O)O)c1ccccc1Br
 : 13	1	0.6	1	0.3	4	0.0	-3

In another format: 2 of the compounds above.
Structure,DENV2 CPE,RAD54 branch,F508del corr,RAD52 inh,E-sel inducer,INS-1E GSIS act,Xi reactivation,Casp6 inh
Cc1ccc(OCc2cc(C(=O)N(CCO)Cc3cccs3)no2)cc1C,-6,9,3.2,-3,.,-38,0.1,0
Cc1nn(-c2ccccc2)c(C)c1C(=O)OCC(=O)Nc1ccccc1Cl,5,0,-0.6,-9,0.0,8,0.5,-2
